# Screening results from PubChem.
# NSD2 inh: blocks human histone methyltransferase NSD2; 0.54% of 310,000 active; NSD2 peptide methylation, AlphaScreen, 120 min; AID 743445; inhibition, % at 12.5 µM; O96028; in the data active means inhibition above about 50%
# Keap1-Nrf2 PPI: Keap1-Nrf2 (human) interaction inhibition; inhibition, % at 9.4 µM; AID 504523; Keap1 Kelch-Nrf2 peptide fluorescence polarization, 1536-well; Q14145; 0.15% of 340,000 active; in the data active means inhibition above about 12%;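 further: human Keap1 Kelch domain with fluorescein labeled Nrf2 9mer peptide probe; 0% = neutral control wells and 100% = peptide positive control; higher means more block of Keap1 binding to Nrf2 peptide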
# CAL PDZ FP-1: inhibitors of human CAL PDZ peptide binding. Q9HD26. purified CAL PDZ, TMR-peptide fluorescence polarization, 1 h. inhibition, % at 20 µM. 0.02% of 330,000 active. AID 504414;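 active means highest replicate inhibition of at least 40%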;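 further: plate controls were DMSO neutral control wells for no effect and unlabeled competitor peptide control wells for full effect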
#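 Test system: tagged CAL PDZ domain / Buffer or medium: sodium phosphate/NaCl buffer pH 7.4 with TCEP, IgG, Thesit / Reagent: TMR-labelled reporter peptide T*-PRC34 bound in PDZ groove / Compound dosing: single point, 20 µM / Schedule: 1 h incubation at room temperature before polarization reading / Technique: fluorescence polarization (mP) / Benchmarks: unlabelled peptide, DMSO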
# CAL PDZ FP-2: inhibitors of human CAL PDZ peptide binding; Q9HD26; purified CAL PDZ, TMR-peptide fluorescence polarization, 1 h; inhibition, % at 24.9 µM; 0.92% of 300,000 active; AID 602252;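 active means mean inhibition of at least 30% with at least half of replicates also reaching 30%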;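 further: 0% = DMSO neutral control and 100% = excess unlabeled competitor peptide PRC23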
# RTF Ca sens inh: cardiac RTF calcium desensitization; IANBD-labeled cardiac RTF, Ca2+ fluorescence; inhibition, % at 7.15 µM; 0.12% of 340,000 active;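 active means inhibition above the mean inhibition of all tested compounds plus 3 SD, cut at about 17% in these data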;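 further: assay run at fixed EC70 calcium of 1.6 mM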
# DAGLB inh: blocks human DAGLB lipase activity; Q8NCG7; inhibition, % at 5.17 µM; 0.059% of 340,000 active; AID 504411; HEK293T DAGLB membrane lysate, EnzChek fluorogenic substrate; in the data active means inhibition above about 34%;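 further: 0% = enzyme with vehicle and 100% = wells lacking enzyme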
# Pemphigus Ab inh: blocks pemphigus antibody binding to human desmoglein-3; 0.48% of 310,000 active; AID 588358; binding (percent of control), % at 10 µM; DSG3-coupled beads, scFv-anti-DSG3-GFP binding, flow cytometry; stronger effect = lower value; P32926;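 active means binding more than 3 SD below its plate's average and above zero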;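 further: hits lower antibody fragment binding to DSG3; some compounds called inactive have numbers as strong as hits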
# Target sequence (P32926 whole entry, looked up, the tested form may be a part): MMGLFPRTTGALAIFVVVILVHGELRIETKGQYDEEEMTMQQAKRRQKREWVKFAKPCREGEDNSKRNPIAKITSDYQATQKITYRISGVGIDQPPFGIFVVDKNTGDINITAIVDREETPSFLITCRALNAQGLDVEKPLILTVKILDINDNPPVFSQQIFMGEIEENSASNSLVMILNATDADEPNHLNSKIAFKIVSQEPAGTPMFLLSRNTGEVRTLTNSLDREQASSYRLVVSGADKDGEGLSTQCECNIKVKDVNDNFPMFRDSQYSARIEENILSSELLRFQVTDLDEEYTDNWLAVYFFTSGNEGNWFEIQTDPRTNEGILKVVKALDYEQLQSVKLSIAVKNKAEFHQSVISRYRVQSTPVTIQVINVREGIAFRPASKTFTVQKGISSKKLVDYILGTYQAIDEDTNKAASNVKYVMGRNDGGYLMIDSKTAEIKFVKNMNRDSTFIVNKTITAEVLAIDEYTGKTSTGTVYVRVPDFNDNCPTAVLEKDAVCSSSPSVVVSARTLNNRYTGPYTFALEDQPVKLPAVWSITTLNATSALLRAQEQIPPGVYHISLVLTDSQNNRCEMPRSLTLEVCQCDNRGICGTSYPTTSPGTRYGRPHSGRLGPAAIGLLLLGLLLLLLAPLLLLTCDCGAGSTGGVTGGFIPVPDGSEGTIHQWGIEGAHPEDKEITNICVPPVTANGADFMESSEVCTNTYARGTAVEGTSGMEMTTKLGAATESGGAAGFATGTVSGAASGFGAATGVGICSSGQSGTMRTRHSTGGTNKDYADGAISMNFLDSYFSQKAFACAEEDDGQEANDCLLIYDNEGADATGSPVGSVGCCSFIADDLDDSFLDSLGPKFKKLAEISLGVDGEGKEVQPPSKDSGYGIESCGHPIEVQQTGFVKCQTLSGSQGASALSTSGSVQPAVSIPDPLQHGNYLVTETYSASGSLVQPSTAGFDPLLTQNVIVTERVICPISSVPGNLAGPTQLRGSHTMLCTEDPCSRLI
# V-ATPase pH: yeast V-ATPase proton transport regulation by pHLuorin | S. cerevisiae, pHLuorin cytosolic pH fluorescence | response, % at 10 µM | 0.37% of 350,000 active | AID 504577; in the data active means response mostly above about 7.3%, no sharp cut-off; inactive means mostly below about 5.4%; further: actives read high; inactives centre near 0; some compounds called inactive have numbers as strong as hits
# Arr AP2 block: blocks beta-arrestin peptide binding to AP2 adaptin. FITC-arrestin peptide / GST-AP2 beads, flow cytometry; AP2 beta2 appendage carries R879A mutation. inhibition, % at 10 µM. 0.31% of 340,000 active. AID 504490;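 active means inhibition above a set limit, near 3 SD of compounds lacking own fluorescence, cut at about 54% in these data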;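 further: plate controls were DMSO wells for no effect and 5 µM unlabelled arrestin peptide for full effect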
#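 System: GST-tagged AP2 beta2-adaptin appendage (R879A) on 4 µm glutathione beads / Reagent: FITC-arrestin peptide, 50 nM / Detection: HyperCyt-sampled flow cytometry, FL1 channel, ex 488/em 535 nm / Timing: 12 min plus 1 h, RT / Buffer or medium: PBS plus Tween 20 (0.05%) and BSA (0.1%)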
# LANA DNA inh: inhibitors of KSHV LANA C-terminal domain DNA binding; MBP-C-LANA/FAM-LBS DNA binding, fluorescence polarization; inhibition, % at 9 µM; 0.078% of 340,000 active; AID 504423;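 active means highest replicate inhibition at or above 60% at 9 µM, even if other replicates fall short; inactive means all replicates below 60% inhibition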;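 further: 0% = neutral control wells and 100% = 4 µM acridine orange control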
# An asterisk follows results filed as active; nt = no result given. Some of the compounds tested, so the mix of outcomes need not match the whole.
SMILES,NSD2 inh,Keap1-Nrf2 PPI,CAL PDZ FP-1,CAL PDZ FP-2,RTF Ca sens inh,DAGLB inh,Pemphigus Ab inh,V-ATPase pH,Arr AP2 block,LANA DNA inh
COc1cc(NC(=O)C2CCN(S(=O)(=O)c3ccc4[nH]c(=O)oc4c3)CC2)cc(OC)c1,7.6,-3.9,-1.3,0.7,-17.1,4.5,111.6,-6.6,30.6,1.1
CCc1nnc(N/N=C/c2ccccc2F)n1N,3.1,-2.3,-0.3,-2.7,2.1,2.3,108.0,2.1,-19.9,0.5
Cc1ccc(C(=O)N2CCN(c3ccc([N+](=O)[O-])c(N4CCOCC4)c3)CC2)cc1,3.3,1.9,-3.2,nt,-13.1,2.6,78.4,-1.8,6.7,0.8
Nc1c(/C=C2/C=CC(=O)C(O)=C2)c(=O)nc2sc(CC(=O)N3CCOCC3)nn12,114.1*,-3.5,-2.7,-23.8,-4.3,0.7,110.4,2.8,29.8,109.8*
COc1ccc(/C=N\NC(=O)c2ccc([N+](=O)[O-])cc2)cc1COc1c(F)c(F)cc(F)c1F,0.0,1.6,-0.4,2.9,-4.8,-2.9,97.8,-2.2,-23.1,1.7
Clc1ccc2nc(CN3CCCCCC3)cn2c1,6.2,-5.1,0.8,-0.4,-6.0,-2.7,102.5,6.8,2.9,-0.5
NC1=NC[C@@H](Cc2ccc(O)cc2)N1CCCCC1CCCCC1,nt,3.0,-1.6,-4.0,-5.9,1.4,105.5,-3.5,-1.1,0.6
CC(C)(C)n1ncc2c(=O)n(CC(=O)Nc3ccc4c(c3)OCO4)cnc21,1.4,-4.3,-0.6,3.8,-6.7,-0.1,110.8,-0.9,5.7,0.0
CC(C)(C)C(=O)CN1C(=O)NC(c2ccccc2)(c2ccccc2)C1=O,3.7,2.4,1.2,nt,0.7,-1.2,112.3,0.7,21.9,0.8
COc1ccccc1Oc1ccc(S(=O)(=O)Nc2cccnc2)cc1,-3.3,2.7,-2.2,nt,-10.2,-1.6,95.9,0.5,0.3,0.2
Cc1nnc(SCC(=O)N(C2CCCCC2)C2CCS(=O)(=O)C2)n1C (stereo not given),-2.6,0.9,-2.0,1.4,-3.5,-1.0,110.1,-1.3,-8.6,1.9
CCOc1ccc(Cn2ccnc2)cc1[N+](=O)[O-],0.5,0.0,0.6,-6.0,-3.1,-0.7,99.7,-0.1,-8.0,1.5
COc1ccc(S(=O)(=O)Nc2noc3ccccc23)cc1,-1.7,1.7,-0.1,-1.9,1.8,-1.4,110.9,1.6,-3.1,1.2
Cc1ccc(CS(=O)(=O)CCC(=O)NCC2CCCO2)cc1 (stereo not given),-1.5,0.1,-2.7,-0.6,-3.9,1.9,100.7,2.5,-6.3,0.8
CCS(=O)(=O)N1CCCC(C(=O)NCc2ccc3c(c2)OCO3)C1 (stereo not given),-3.3,2.3,0.0,-6.0,-0.8,-0.9,98.6,0.5,3.2,-0.1
C=CCn1c(SCC(N)=O)nc2scc(-c3ccc(C)o3)c2c1=O,4.8,-2.3,-1.1,3.4,6.7,1.0,101.9,-3.9,-2.4,-0.2
CCOc1ccccc1N1CCN(C(=O)c2cc(C)oc2C)CC1,1.2,-1.5,nt,2.3,-6.6,2.3,105.9,-0.6,1.5,1.0
O=C(O)c1ccc(/C=N/Nc2nc(N3CCCCC3)nc(N3CCCCC3)n2)cc1,-0.6,-3.7,-1.1,-6.1,0.6,-0.5,87.4,-2.1,-25.2,-0.4
COC(=O)c1ccc2c(c1)C(=O)/C(=C/c1ccc(O)cc1)O2,-3.6,0.4,0.2,0.0,-1.6,4.5,86.6,1.0,30.8,0.4
CC(O)CNc1nc2sc3c(c2c(=O)n1Cc1ccco1)CCCCC3 (stereo not given),5.2,-1.9,0.5,-3.8,-0.4,-2.2,nt,0.4,33.5,0.9
O=C(Nc1cccc(F)c1)C1CCCN(C(=O)c2ccc(Cl)cc2)C1 (stereo not given),-5.4,-0.9,-1.4,0.5,-5.1,-2.0,nt,1.8,-8.8,0.3
O=C1N(Cc2cccc(Cl)c2)C[C@@H]2C[C@@H](c3cccn3-c3ccccn3)N3CCC[C@@]123,3.6,2.9,0.4,12.7,-8.7,1.1,124.9,-2.5,5.0,-2.6
C(=N\c1nc2ccccc2n1Cc1ccccc1)/c1cccs1,2.7,-1.6,-2.6,-3.9,4.7,0.4,97.3,-3.6,-1.2,-0.6
CC(C)(C)OC(=O)NCCCCCNC(=O)c1nc[nH]c1C(=O)N1CCN(c2ccccc2)CC1,nt,0.1,-0.1,0.1,0.8,2.1,106.6,3.0,-8.2,-2.4
C=CCN(N=Nc1cccc([N+](=O)[O-])c1)c1cccc([N+](=O)[O-])c1,1.3,0.5,-0.1,-4.2,-8.1,-12.4,99.0,-2.6,6.9,-0.2
COC(=O)COc1ccc(Oc2cc(C)nc(SC)n2)nn1,-2.9,-2.5,-1.4,-1.5,0.6,-0.3,nt,-1.5,1.4,0.3
CCN(CC)CCn1c(-c2ccccc2)nc(=S)c2c1CC(C)(C)OC2,5.9,2.5,-2.0,-2.2,-1.8,-0.2,100.4,2.0,-3.9,2.5
COC(=O)CCN(C(=O)c1cccc([N+](=O)[O-])c1)c1ccccn1,-0.5,-2.4,-0.1,nt,1.7,0.1,98.3,-1.1,15.7,-0.2
Cc1ccc2c(C)c(C(=O)N(Cc3ccc(N(C)C)cc3)C3CCS(=O)(=O)C3)oc2c1 (stereo not given),nt,0.6,0.4,nt,-5.6,5.6,96.2,-2.9,8.8,-1.3
Nc1nc(SCC(=O)Nc2cc(S(=O)(=O)N3CCOCC3)ccc2Cl)n[nH]1,-2.7,-4.0,0.2,nt,-0.6,-0.4,106.1,-0.9,4.8,-1.5
O=C(O)C(O)C(O)c1nc2ccccc2[nH]1 (stereo not given),0.4,-0.5,nt,4.0,3.6,-2.6,102.2,-0.8,-7.6,-1.8
Cc1cccc(CN2CCSc3sccc3C2=O)c1,-0.4,-0.7,-3.4,-2.8,2.3,-4.0,98.9,-1.3,32.6,0.2
COc1cccc(NC(=O)CCC2CCN(C(=O)c3sccc3C)CC2)c1,-1.1,-4.3,-1.8,-0.6,2.0,0.2,112.8,0.2,-4.1,2.8
CC1CCN(c2ncccc2C(=O)O)CC1,-0.8,-5.3,0.2,2.7,-4.1,-0.9,101.7,1.2,5.3,-1.5
O=C(Nc1ncccn1)c1cc(-c2cccc(Br)c2)nc2ccccc12,-1.6,-4.1,-1.5,-3.7,-19.9,0.0,99.2,9.0,-130.9,1.6
COc1cccc(CC(=O)N2CCN(S(=O)(=O)c3ccc(Br)cc3)CC2)c1,-1.7,7.4,-2.8,7.3,-25.9,-0.1,98.1,1.2,10.1,-0.3

# A different layout for some results above:
Structure	NSD2 inh	Keap1-Nrf2 PPI	CAL PDZ FP-1	CAL PDZ FP-2	RTF Ca sens inh	DAGLB inh	Pemphigus Ab inh	V-ATPase pH	Arr AP2 block	LANA DNA inh
Cc1ccc2c(C)c(C(=O)N(Cc3ccc(N(C)C)cc3)C3CCS(=O)(=O)C3)oc2c1 (stereo not given)	nt	0.6	0.4	nt	-5.6	5.6	96.2	-2.9	8.8	-1.3
Nc1nc(SCC(=O)Nc2cc(S(=O)(=O)N3CCOCC3)ccc2Cl)n[nH]1	-2.7	-4.0	0.2	nt	-0.6	-0.4	106.1	-0.9	4.8	-1.5
O=C(O)C(O)C(O)c1nc2ccccc2[nH]1 (stereo not given)	0.4	-0.5	nt	4.0	3.6	-2.6	102.2	-0.8	-7.6	-1.8
Cc1cccc(CN2CCSc3sccc3C2=O)c1	-0.4	-0.7	-3.4	-2.8	2.3	-4.0	98.9	-1.3	32.6	0.2
COc1cccc(NC(=O)CCC2CCN(C(=O)c3sccc3C)CC2)c1	-1.1	-4.3	-1.8	-0.6	2.0	0.2	112.8	0.2	-4.1	2.8
CC1CCN(c2ncccc2C(=O)O)CC1	-0.8	-5.3	0.2	2.7	-4.1	-0.9	101.7	1.2	5.3	-1.5
O=C(Nc1ncccn1)c1cc(-c2cccc(Br)c2)nc2ccccc12	-1.6	-4.1	-1.5	-3.7	-19.9	0.0	99.2	9.0	-130.9	1.6

# (next part)
SMILES,NSD2 inh,Keap1-Nrf2 PPI,CAL PDZ FP-1,CAL PDZ FP-2,RTF Ca sens inh,DAGLB inh,Pemphigus Ab inh,V-ATPase pH,Arr AP2 block,LANA DNA inh
CC(C)C(=O)N1CCC(Cc2ccccc2)CC1,-3.2,1.3,nt,2.6,8.7,-4.4,100.7,4.4,5.3,-4.0
Cc1oc2c(C)c(O)ccc2c(=O)c1-c1ccc2ccccc2n1,1.1,-3.9,-0.6,2.3,-8.6,-0.6,97.3,4.2,5.1,-0.2
O=C(Nc1nnc(C2CC2)s1)C1CCCO1 (stereo not given),-3.7,2.5,-0.9,-2.1,-5.4,0.8,114.0,1.3,-7.2,-4.5
O=c1cc(Cc2nnc(SCc3ccccc3)n2-c2ccc(Cl)cc2)[nH]c(=O)[nH]1,-2.2,-8.4,-1.2,-6.0,-14.5,1.3,89.2,-1.5,-8.2,0.3
CCCC(=O)Nc1nc(CC(=O)OCC)cs1,-7.8,0.5,-2.6,-2.4,-1.6,0.0,122.8,3.1,15.2,0.0
Cc1ccc(NC(=O)CCCC(=O)OC(C)C(=O)c2ccccc2)cc1 (stereo not given),-4.0,-5.8,-2.3,-2.7,-4.3,-4.5,nt,-0.1,3.6,-0.3
CCOc1cc(OCC)cc(C(=O)NC(=S)Nc2cccc(C(F)(F)F)c2)c1,-1.1,-6.0,0.2,-6.1,2.6,-18.2,108.0,1.0,-2.6,0.0
COc1ccc(S(=O)(=O)Nc2ccc3oc(C)c(C(=O)O)c3c2)cc1,nt,-1.4,-2.9,2.5,-6.0,2.9,nt,1.1,3.8,-1.2
CN(Cc1ccccc1)C(=O)c1ccc2c(c1)S(=O)(=O)N=C1CCCCCN12,-0.1,-0.2,-0.4,nt,5.7,0.0,86.4,0.2,-15.2,-0.7
COC(=O)c1ccc(SC2CCCCC2)c([N+](=O)[O-])c1,3.9,-4.3,-3.6,-5.3,1.9,-11.0,95.2,-0.8,-5.2,-0.1
O=C(c1ccc(Cl)cc1)c1ccc(OCC(O)CN2CCOCC2)cc1 (stereo not given),0.9,-3.5,-2.3,-1.6,-3.0,-2.0,104.7,1.1,7.7,-1.3
CCN(CC)S(=O)(=O)c1ccc2c(c1)c(=O)c(C(=O)NCCc1ccccc1)cn2C,-3.2,8.3,-1.4,-3.3,-8.5,-0.4,113.3,0.9,0.8,-0.9
